# CHT PAM = allosterically activates the human high affinity choline transporter; Q9GZV3; CHT-expressing cells, membrane potential dye, choline EC20; active compounds read high; LV-AA mutant CHT in HEK293 cells; B-score at 10 µM; 310,000 compounds, 0.49% hits; AID 488977;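 active = initial fluorescence not abnormally high and integrated response B-score, plate-corrected, over 3 SD above library mean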
# Target sequence (Q9GZV3 whole entry, looked up): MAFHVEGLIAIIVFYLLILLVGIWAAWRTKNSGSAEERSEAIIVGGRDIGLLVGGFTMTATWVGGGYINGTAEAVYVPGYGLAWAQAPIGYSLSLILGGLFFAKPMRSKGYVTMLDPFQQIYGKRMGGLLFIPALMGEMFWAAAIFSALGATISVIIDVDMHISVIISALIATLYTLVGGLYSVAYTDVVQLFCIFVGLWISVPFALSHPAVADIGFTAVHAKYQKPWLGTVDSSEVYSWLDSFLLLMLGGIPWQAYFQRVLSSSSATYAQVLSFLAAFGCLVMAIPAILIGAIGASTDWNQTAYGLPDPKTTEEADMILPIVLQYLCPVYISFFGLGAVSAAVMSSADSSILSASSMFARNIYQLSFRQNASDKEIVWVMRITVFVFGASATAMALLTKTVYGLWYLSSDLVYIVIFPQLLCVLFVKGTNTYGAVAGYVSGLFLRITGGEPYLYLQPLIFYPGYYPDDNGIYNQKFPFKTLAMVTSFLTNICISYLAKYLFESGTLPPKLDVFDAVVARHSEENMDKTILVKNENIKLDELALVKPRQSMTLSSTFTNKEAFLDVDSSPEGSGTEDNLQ
# CHT inh = inhibits the human high affinity choline transporter. Q9GZV3. CHT-expressing cells, membrane potential dye, choline response; active compounds read low. B-score at 10 µM. 310,000 compounds, 0.86% hits;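 active = B-score over 3 SD under the library average, and starting fluorescence ratio not unusually high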;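 note: choline stimulus applied at its EC90 after an EC20 pre-addition; B-score computed on integrated fluorescence ratio after choline addition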
# STK33 inh = human STK33 kinase inhibition | inhibition, % at 10 µM | 320,000 compounds, 0.073% hits | Q9BYT3 | purified STK33, MBP phosphorylation, ADP-Glo luminescence | AID 2661;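 active = inhibition at or above 25%, using the most active replicate where run in duplicate; inactive = inhibition below 25%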
# Target sequence (Q9BYT3 whole entry, looked up): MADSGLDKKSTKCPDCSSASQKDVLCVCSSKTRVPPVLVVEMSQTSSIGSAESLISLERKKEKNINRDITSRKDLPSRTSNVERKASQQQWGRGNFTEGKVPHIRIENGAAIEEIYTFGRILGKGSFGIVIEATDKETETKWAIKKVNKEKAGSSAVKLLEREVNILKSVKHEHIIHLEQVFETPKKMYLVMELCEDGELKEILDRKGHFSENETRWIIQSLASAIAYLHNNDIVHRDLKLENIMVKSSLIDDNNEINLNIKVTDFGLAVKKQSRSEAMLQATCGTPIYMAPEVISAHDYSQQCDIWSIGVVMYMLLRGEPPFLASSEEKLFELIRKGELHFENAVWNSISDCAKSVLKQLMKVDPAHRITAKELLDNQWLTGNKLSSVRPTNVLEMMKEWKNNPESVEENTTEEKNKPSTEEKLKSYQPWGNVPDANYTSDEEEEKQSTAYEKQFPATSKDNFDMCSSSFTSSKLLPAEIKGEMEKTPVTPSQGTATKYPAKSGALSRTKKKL
# Starred values were filed as active, the others as inactive; i = inactive; nt = no result given.
# Order of results: CHT PAM, CHT inh, STK33 inh
- Cc1ccc(S(=O)(=O)c2cc3ccccc3oc2=O)cc1
  i, i, nt
- Cc1ccc(S(=O)(=O)Nc2nc3ccccc3s2)cc1[N+](=O)[O-]
  i, i, -0.4
- CCOC(=O)Cc1csc(NC(=O)CSc2nc3sc(C(=O)O)c(C)c3c(=O)[nH]2)n1
  i, i, -1.1
- O=C(CC1C(=O)NCCN1C(=O)Nc1ccccc1)Nc1ccc2c(c1)OCCO2 (stereo not given)
  i, i, -0.5
- Cc1cc(-c2ccccc2)nc2cc(C(=O)NCc3ccco3)nn12
  i, i, 1.5
- COc1ccc(C2NC(c3ccc(OC)cc3OC)C(C)C(=O)C2C)c(OC)c1 (stereo not given)
  i, i, -0.9
- O=C(O)CCOc1ccc2c(c1)OCCO2
  i, i, 0.5
- Cc1ccc2c(c1)NC(=O)c1cc([N+](=O)[O-])ccc1O2
  i, i, 3.5
- Cc1cccc([C@@H]2[C@@H]3C(=O)N(Cc4ccccc4)C(=O)[C@@H]3[C@]3(C)C(=O)N(c4ccc(C(F)(F)F)cc4)C(=O)N23)c1
  i, i, -1.3
- COc1ccc(CCNC(=O)Cn2nc([N+](=O)[O-])c(Br)c2C)cc1OC
  i, i, 0.0
- CC(=O)Nc1ccc(NC(=O)CSc2nc3nc(C)cc(C)c3c(=O)[nH]2)cc1
  i, i, -0.2
- O=C(O)c1cc2nc(-c3ccccc3)cc(-c3ccccc3)n2n1
  i, i, -0.9
- CCN(CC)CCSc1nnc(Nc2ccccc2)n1-c1ccccc1
  i, i, 0.0
- CC1CCN(C(=O)c2[nH]cnc2C(=O)NCC(=O)OC(C)(C)C)CC1
  i, i, -1.5
- Cc1c(C)n(CC(O)CN2CCCCC2)c2ccccc12 (stereo not given)
  i, i, -0.4
- CNC(=O)Cn1c(=O)n(C)c2ccccc21
  i, i, -0.6
- OCCN1CCN(CC(O)COc2ccc3ccccc3c2)CC1 (stereo not given)
  i, i, -1.1
- CC1(/[N+]([O-])=C\c2ccccc2F)CCCCC1=O (stereo not given)
  i, i, -0.1
- CC(=O)N1CCN(S(=O)(=O)c2ccc(S(=O)(=O)NC3CC3)cc2)CC1
  i, i, -2.1
- O=C(c1ccccc1F)N1CCN(c2ccc([N+](=O)[O-])c3ncccc23)CC1
  i, i, nt

# Three entries from above, sorted by heavy-atom count, descending.
# Order of results: CHT PAM, CHT inh, STK33 inh
- CC(=O)Nc1ccc(NC(=O)CSc2nc3nc(C)cc(C)c3c(=O)[nH]2)cc1
  i, i, -0.2
- COc1ccc(CCNC(=O)Cn2nc([N+](=O)[O-])c(Br)c2C)cc1OC
  i, i, 0.0
- Cc1cc(-c2ccccc2)nc2cc(C(=O)NCc3ccco3)nn12
  i, i, 1.5

# Continued.
# Order of results: CHT PAM, CHT inh, STK33 inh
- CC(C)(C)C(=O)/C=C(\N)c1ccncc1
  i, i, -3.1
- CCc1nnc(NS(=O)(=O)c2ccc(NC(=O)c3cc(Cl)ccc3Cl)cc2)s1
  i, -6.1*, -1.5
- COc1ccc(OCCOC(=O)c2cccc(-n3cnnn3)c2)cc1
  i, i, -1.0
- COCCN1CN=C(Nc2nc3ccccc3o2)NC1
  i, i, -1.2
- Cc1c(-n2c(=S)[nH]c3ccccc3c2=O)c(=O)n(-c2ccccc2)n1C
  i, i, -2.0
- Cc1ccc(CNC(=O)CN(Cc2ccccc2)S(C)(=O)=O)cc1
  i, i, -1.3
- Cn1c(SCC(=O)Nc2ccccc2Cl)nnc1C1CC1
  i, i, -1.4
- CS(=O)(=O)c1ccc2nc(NC(=O)c3ccc(Cl)nc3)sc2c1
  i, i, 2.6
- CCCCCCC(=O)Oc1ccc(N2C(=O)CCC2=O)cc1
  i, i, -0.8
- CN(Cc1cc2ccccc2[nH]c1=O)C(=O)C1CCCCC1
  i, i, -0.2
- CC(C)CN(CC(C)C)C(=O)Nc1ccc(F)cc1F
  i, i, -1.3
- Cc1ccc(C(c2nnnn2CS(=O)(=O)c2ccc(C)cc2)N2CCC(C(N)=O)CC2)cc1 (stereo not given)
  i, i, -0.4
- Cc1ccc(CC(=O)Nc2nnc(-c3ccc(F)cc3)o2)c(C)c1
  i, i, -0.2
- Cc1cccc(C)c1-n1nnnc1SCSc1nnnn1-c1c(C)cccc1C
  i, i, 1.1
- O=C(NCc1cccs1)C1CCN(S(=O)(=O)c2cccc3cccnc23)CC1
  i, i, -1.6
- O=C(Cn1cnc2c(nnn2Cc2ccc(Cl)cc2)c1=O)NC1CCCC1
  i, i, -0.2
- COCCCNC(=O)CSc1nc2cc(C(=O)NCCOC)ccc2c(=O)n1Cc1ccc2c(c1)OCO2
  i, i, -0.3
- Cc1ccc(NS(=O)(=O)c2ccc(OCC(N)=O)cc2)cc1
  i, i, -0.5
- CCOC(=O)c1[nH]c(C)c(C(=O)NCc2ccco2)c1C
  i, i, -1.1
- O=C(CCN1CCOCC1)NC12CC3CC(CC(C3)C1)C2
  i, i, -1.3
- O=C1C2CCCN2C(=S)N1c1ccccc1 (stereo not given)
  i, i, -2.0
- CCOC(=O)C1=C(C)N(CCCCCC(=O)O)C(=O)NC1c1ccccc1OC(=O)c1cccs1 (stereo not given)
  i, i, -1.2
- Cn1c(-c2ccc(Br)o2)nc2ccccc21
  i, i, 1.1
- CCCC(=O)Nc1ccc2c(c1)c1ccccc1n2CC
  i, i, -1.5
- O=C(NC(=S)Nc1ccccc1)C1CCCCC1
  i, i, -0.1
- O=C(Nc1ccnn1C1CCN(Cc2ccc(O)c(Cl)c2)CC1)C1CCCC1
  i, i, -1.5
- CC1CCN(S(=O)(=O)c2ccc3c(c2)CC(C)N3C(=O)C2CCC2)CC1 (stereo not given)
  i, i, 2.5
- CC(C)(C)C(=O)/C(=C/c1ccc(Cl)cc1)n1cncn1
  i, i, 0.0
- Cc1ccc(C(c2ccc(C)o2)c2cccc([N+](=O)[O-])c2O)o1
  i, i, -0.4
- CCSc1cc(N2CCCC2)nc(-c2ccccc2)n1
  i, i, -0.5

# One compound at a time, as listed above.
# `Cc1ccc(C(c2ccc(C)o2)c2cccc([N+](=O)[O-])c2O)o1` is listed with CHT PAM = i; CHT inh = i; STK33 inh = -0.4
# `CC(C)(C)C(=O)/C(=C/c1ccc(Cl)cc1)n1cncn1` is listed with CHT PAM = i; CHT inh = i; STK33 inh = 0.0
# `CCCC(=O)Nc1ccc2c(c1)c1ccccc1n2CC` is listed with CHT PAM = i; CHT inh = i; STK33 inh = -1.5

# Other results:
# Order of results: CHT PAM, CHT inh, STK33 inh
- O=C(Nc1ccc(Oc2cccnc2)cc1)C1CCN(Cc2cc(Cl)ccc2O)CC1
  i, i, -0.6
- O=C(Nc1ccc2c(c1)S(=O)(=O)N=C1CCCCCN12)c1ccccc1Cl
  i, i, -3.7
- O=C(NCc1cccs1)c1ccccc1C(=O)NCc1cccs1
  i, i, -0.3
- O=C(Nc1cccc(S(=O)(=O)N2CCOCC2)c1)C1=NN(c2ccccc2)C(=O)CC1
  i, i, 0.5
- O=C(Cn1cc(C(F)(F)F)cc(Cl)c1=O)Nc1cc(S(=O)(=O)N2CCOCC2)ccc1Cl
  i, i, -1.7
- CC(CCCN(C)C)C(Cc1ccccc1)c1ccccc1 (stereo not given)
  i, i, -1.6
- CN(C)C1N(C(=O)c2ccccc2)N=C2c3ccccc3S(=O)(=O)N21 (stereo not given)
  i, i, -0.1
- CC(O)CNc1ccc(-c2nn(C)c(=O)c3ccccc23)cc1[N+](=O)[O-] (stereo not given)
  i, i, 1.1
- CCOc1cc(C(=O)N2CCC3(CC2)NCCc2[nH]cnc23)cc(OCC)c1OCC
  i, i, 0.1
- CC(=O)NCc1ccc2[nH]c(C)cc2c1
  i, i, -0.5
- Cc1ccc(S(=O)(=O)Oc2ccccc2/C=C2\SC(=O)NC2=O)cc1
  i, -5.6*, 0.0
- O=S(=O)(c1cccc2nsnc12)N1CCCCC1
  i, i, -1.9
- CCN(CC)S(=O)(=O)c1cc(Br)c(C)cc1OC
  i, i, 0.5
- CCOC(=O)c1c2ccccc2[n+]([O-])n1[C@@H](C)C(N)=O
  i, i, -0.9
- CCOc1ccc2nc(SCc3ccc(C(=O)OC)o3)[nH]c2c1
  i, i, 0.6
- CCn1c(SCC(=O)Nc2cc(C)ccc2C)nnc1-c1cnccn1
  i, i, -0.8
- O=C(NCc1cccc(Cl)c1)c1cc(=O)[nH]c2ccccc12
  i, i, -1.3
- CC(C)C1Nc2ccc(C(=O)NC3CCCCC3)cc2NC1=O (stereo not given)
  i, i, -1.0
- CSc1nc(-c2ccco2)nn1C(=O)c1ccccc1
  i, i, -0.2
- O=C(NCCCN1CCCC1)[C@H](CSCc1ccccc1)N1Cc2ccccc2C1=O
  i, i, -2.1
- COc1ccc(NC(=O)c2cc([N+](=O)[O-])ccc2O)cc1
  i, i, 37*
- CCN(CC)c1ccc(/C=N/NC(=S)NCc2ccc(OC)cc2)cc1
  i, i, 4.9
- O=C(Nc1ccc2ccccc2c1)c1cn(-c2ccccc2)nc1-c1cccs1
  i, i, -0.7
- O=c1c2cc(-c3ccccc3)sc2ncn1/N=C/c1ccco1
  i, i, -1.1
- CCOc1ccc(N(CC(=O)NC2CCCCC2C)S(=O)(=O)c2c(C)noc2C)cc1 (stereo not given)
  i, i, -1.1
- COc1ccc(C(C(=O)NCC2CCCO2)N(Cc2cccs2)C(=O)c2snc(C(N)=O)c2N)cc1 (stereo not given)
  i, i, -1.7
- COc1ccc2cc(/C=C/C(=O)N3CCN(CC(=O)N4CCCCCC4)CC3)ccc2c1
  i, i, 4.3
- O=C(Nc1ccccc1F)Nc1ccccc1N1CCCCC1
  i, i, 2.0
- Cc1cc(C)cc(N(C(=O)c2sc(C)nc2C)C(C(=O)NC(C)(C)C)c2ccncc2)c1 (stereo not given)
  i, i, nt
- O=C(O)CN(Cc1ccco1)S(=O)(=O)c1ccccc1
  i, i, -1.7

# (listing goes on)
SMILES	CHT PAM	CHT inh	STK33 inh
CCOc1ccc(N(CC(=O)NCC2CCCO2)C(=O)CCC(=O)Nc2nccs2)cc1 (stereo not given)	i	i	0.6
O=c1cnnc(SCCc2ccccc2)[nH]1	i	i	-0.9
Cc1nn(-c2ccccc2)c(C)c1NC(=O)COc1ccc2ccccc2c1	i	i	-1.2
O=C(O)c1cccc(NCc2ccncc2)c1	i	i	-0.2
COc1cccc(N=C2C(=O)N3CCCc4cccc2c43)c1	i	i	-0.6
COC(=O)c1ccc(OCC(=O)Nc2ccsc2C(=O)OC)cc1	i	i	-1.7
O=C(Nc1cccc(F)c1)C1C2C=CC3(CN(CCCN4CCOCC4)C(=O)C13)O2 (stereo not given)	i	i	-0.9
Cc1oc(-c2ccc(Cl)cc2)nc1CS(=O)CC(=O)NC1CCCCCC1 (stereo not given)	i	i	-0.6
Cc1csc(=NC(=O)c2ccccc2)n1Cc1ccco1	i	i	-0.7
C=CCc1c(C)nc(-c2ccccc2)nc1N/N=C(\C)c1ccccc1	i	i	nt
FC(F)(F)c1ccncc1-c1nnc(C2CCCCC2)o1	i	i	-0.4
CCOC(=O)N1CCN(c2c(N3CCOCC3)c(=O)c2=O)CC1	i	i	-0.7
C=CCNC(=S)N/N=C/c1cn(-c2ccccc2)nc1-c1ccc(OC)cc1	i	i	-0.7
CCNC(=O)c1cccc(S(=O)(=O)N2CCCCCC2)c1	i	i	-1.3
O=C(Cn1nnc(-c2ccc3c(c2)OCO3)n1)Nc1ccccc1C(=O)O	i	i	1.6
Cc1ccc(S(=O)(=O)NC2=NCN(Cc3ccccc3)CN2)cc1	i	i	-0.7
O=C(CN1CCN(c2ccccc2O)CC1)Nc1cccnc1Cl	i	i	-0.6
Cc1nn(Cc2cccc(C(=O)N3N=C(C(F)F)CC3(O)C(F)F)c2)c(C)c1[N+](=O)[O-] (stereo not given)	i	i	-0.1
CCN(CC)CCNC(C(=O)Nc1cc(C(F)(F)F)ccc1Cl)c1ccccc1 (stereo not given)	i	i	-1.9
COC(=O)c1sccc1NC(=O)c1cc2c(s1)CCCC2	i	i	-0.4
Cc1cc(C)c(NC(=O)COC(=O)Cc2cccs2)c(C)c1	i	i	0.8
O=C(C[n+]1cccc2ccccc21)c1ccccc1	i	i	-0.9
CC(C)CNS(=O)(=O)c1ccc(CCC(=O)NCc2cccnc2)cc1	i	i	-1.4
Cc1c(C(=O)N2CC(C)OC(C)C2)oc2ccccc12 (stereo not given)	i	i	-1.5
Cc1ccc(C)c(S(=O)(=O)N2CCN(C(C)C(=O)Nc3ccccc3-c3ccccc3)CC2)c1 (stereo not given)	i	i	-1.5
CCOc1cc(/C=C2\CCC/C(=C\c3cc(Cl)c(O)c(OCC)c3)C2=O)cc(Cl)c1O	i	i	1.2
COc1ccc(C(CNC(=O)c2cc(S(=O)(=O)NCc3ccccc3)ccc2C)N2CCOCC2)cc1 (stereo not given)	i	-10*	-3.2
O=C(NC1CC2CCC(C1)N2C(=O)NCc1ccccc1)C1CC1 (stereo not given)	i	i	1.4
CNC(=O)c1cc2cc(OC)ccc2n1CCN(C)C	i	i	0.5
CCOc1cccc(C(=O)Nc2cccc(C(C)=O)c2)c1	i	i	0.3
COc1cc(OC)c(/C=N/NC(=O)c2ccc(Cn3nc([N+](=O)[O-])cc3C)cc2)c(OC)c1	i	i	-0.5
CC(=O)N1CCC(C(=O)Nc2ccc(S(=O)(=O)NCCc3ccccc3)cc2)CC1	i	i	-1.4
Cc1nc(-c2cc(-c3nc(-c4ccc(C(C)(C)C)cc4)no3)no2)cs1	i	i	-1.1
COc1ccccc1/C=N/Nc1nc(C)c(C(C)=O)s1	i	i	0.5
